JMJD2A Tudor inh = JMJD2A Tudor domain (human) inhibition | O75164 | Potency, µM (doses to about 114 µM), inactives show top-dose activity change, negative = inhibition, hits mostly inhibitors | 390,000 compounds, 4.4% hits | AlphaScreen JMJD2A-Tudor / H3K4me3 peptide binding; note: potency is the fitted concentration of half-maximal effect; % is set by controls: 0 for no effect and ±100 for the full control effect; nearly all actives have a fitted effect of over 50% in size
G9a block = G9a (human) methyltransferase inhibition | Q96KQ7 | G9a H3K9 monomethylation, AlphaScreen, 2 h | Potency, µM (series often up to 102 µM), for the others: top-dose activity, negative = inhibition, actives largely listed as inhibitors | 350,000 compounds, 8.8% hits | AID 504332; note: potency is the fitted concentration of half-maximal effect; % is set by controls: 0 for no effect and ±100 for the full control effect; nearly all actives have a fitted effect of over 75% in size
Target sequence (Q96KQ7 913-1193 limits assumed): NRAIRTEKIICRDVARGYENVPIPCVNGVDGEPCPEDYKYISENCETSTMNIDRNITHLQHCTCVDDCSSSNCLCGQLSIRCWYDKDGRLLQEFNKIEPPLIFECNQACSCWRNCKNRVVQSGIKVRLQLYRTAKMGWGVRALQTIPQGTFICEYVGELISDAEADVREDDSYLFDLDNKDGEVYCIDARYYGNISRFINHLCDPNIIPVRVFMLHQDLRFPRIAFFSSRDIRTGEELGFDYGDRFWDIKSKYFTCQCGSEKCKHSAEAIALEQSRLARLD
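Quantitative HTS format: methyltransferase activity on a biotin-tagged H3K9 peptide is measured by AlphaScreen, using a rabbit anti-monomethyl-H3K9 antibody with streptavidin donor and anti-IgG acceptor beads. Final levels are 20 nM enzyme, 500 nM peptide, 20 uM SAM; 2 h RT.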
ERG-DNA inh = ERG Ets/DNA interaction inhibition; fluorescence polarization, His-ERG Ets domain / labelled DNA; Potency, µM (titrated, usually from 76.9 µM), inactives show at the top dose FP activity, negative = inhibition, actives largely listed as inhibitors; 370,000 compounds, 0.028% hits; active = well fitted inhibition curve with a large enough effect in the polarisation, with a control signal flat; inconclusive = small, poorly fitted or top-dose-only effect, or effect the other way, or a change in a side signal; inactive = no such curve, though single readings can be large or run the other way; the % refers to the polarisation;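 note: polarization taken with two DNA probes labelled with fluorescein and Texas red; potency is the fitted concentration of half-maximal effect; % of control where 0% means no effect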
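His-tagged ERG Ets domain (1 uM in the protein solution; 300mM KCl, 50mM Tris-HCl, 1mM EDTA, 1mM DTT, pH 7.5) received compound, then a probe mix of 5 nM fluorescein-DNA and 100nM Texas-615-DNA. Fluorescence polarization was read for both dyes.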
Pin1 inhibitor = blocks the human prolyl isomerase Pin1; Q13526; Pin1 FP peptide displacement, HiFluor488, 10 min; Potency, µM (top dose mostly 115 µM), without a hit: at the top dose activity, negative = inhibition, most hits filed as inhibitors; 390,000 compounds, 0.009% hits; AID 504891; active = well fitted inhibition curve with a large enough effect in the polarisation, with a control signal flat, not every such curve was filed as active; inconclusive = small, poorly fitted or top-dose-only effect, or effect the other way, or a change in a side signal; inactive = no such curve, though single readings can be large or run the other way; the % refers to the polarisation; note: potency is the fitted concentration of half-maximal effect; % is set by controls: 0 for no effect and ±100 for the full control effect
Target sequence (Q13526 whole entry, looked up): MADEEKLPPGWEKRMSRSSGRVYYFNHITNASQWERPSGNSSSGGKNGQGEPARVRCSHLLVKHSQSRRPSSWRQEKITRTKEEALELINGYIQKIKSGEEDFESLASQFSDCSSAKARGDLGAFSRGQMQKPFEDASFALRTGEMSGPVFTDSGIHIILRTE
PI4K2A inh = inhibitors of human PI4K2A. purified PI4K2A, ADP-Glo luminescence, 1 h; hits give low values. activity change, negative = inhibition, % at 76.9 µM. 420,000 compounds, 0.13% hits; in the data active = activity change below about -50%; inconclusive = mostly about -30% to -49%;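 note: -100% = wells without enzyme as full effect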
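PI4K2A activity was measured by ADP-Glo luminescence: enzyme (4 ug/mL stock) and phosphatidylinositol (1.2 mM stock) in Tris pH 7.5/MgCl2/EGTA/Triton X-100 buffer were reacted with ATP (300 microM stock) for one hour at ambient temperature.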
BAZ2B inh = blocks human BAZ2B. Q9UIF8. AlphaScreen BAZ2B-H3K14Ac peptide displacement. Potency, µM (titrated, usually from 114 µM), inactives show at the top dose activity change, negative = inhibition, actives largely listed as inhibitors. 360,000 compounds, 4.4% hits; note: potency is the fitted concentration of half-maximal effect; % is set by controls: 0 for no effect and ±100 for the full control effect; nearly all actives have a fitted effect of over 60% in size
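Complex of BAZ2B and biotin-H3K14Ac (50 nM apiece) forms over 30 min at RT, then faces library compounds up to 110 uM for another 30 min; AlphaScreen beads added, 20 min dark incubation, luminescence read.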
PGK inhibitor = blocks T. brucei phosphoglycerate kinase; P07378; PGK/GAPDH coupled, Kinase-Glo luminescence, 60 min; Potency, µM (titrated, usually from 57.5 µM), without a hit: top-dose activity change, negative = inhibition, most hits filed as inhibitors; 380,000 compounds, 0.043% hits; note: potency is the fitted concentration of half-maximal effect; % is set by controls: 0 for no effect and ±100 for the full control effect; nearly all actives have a fitted effect of over 60% in size
Target sequence (P07378 whole entry, looked up): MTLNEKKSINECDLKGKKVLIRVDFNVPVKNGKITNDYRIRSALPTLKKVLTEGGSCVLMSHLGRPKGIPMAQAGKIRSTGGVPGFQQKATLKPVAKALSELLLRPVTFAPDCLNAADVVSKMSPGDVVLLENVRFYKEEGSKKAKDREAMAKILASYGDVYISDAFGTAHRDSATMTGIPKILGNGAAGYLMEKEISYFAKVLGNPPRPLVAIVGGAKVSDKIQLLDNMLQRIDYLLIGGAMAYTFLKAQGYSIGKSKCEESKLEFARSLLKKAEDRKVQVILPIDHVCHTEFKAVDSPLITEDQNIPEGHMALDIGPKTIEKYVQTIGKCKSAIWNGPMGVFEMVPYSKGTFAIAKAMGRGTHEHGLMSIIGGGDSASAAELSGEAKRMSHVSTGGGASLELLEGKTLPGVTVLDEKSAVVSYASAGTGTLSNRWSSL
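Recombinant glycosomal PGK reaction used 1,3-bisphosphoglycerate generated in-well by GAPDH (100nM final) in 100mM TEA pH 7.6, 5mM MgCl2, 0.01% Tween-20. After 60 minutes at room temperature, ATP was read by Kinase-Glo Plus luminescence end-point.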
GLS inhibitor = blocks human kidney-isoform glutaminase activity | GLS enzymatic activity, qHTS titration | Potency, µM (series often up to 45.5 µM), without a hit: at the top dose activity change, negative = inhibition, most hits filed as inhibitors | 410,000 compounds, 0.21% hits | AID 624170; note: potency is the fitted concentration of half-maximal effect; % is set by controls: 0 for no effect and ±100 for the full control effect
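hKGA in 45 mM KH2PO4 pH 8.2, 0.02% Tween-20 with pin-transferred compounds; 1 mM L-glutamine (stock) plus glutamate oxidase/HRP/Amplex Red coupling added. Fluorescence read initially and after 30 min at RT.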
HP1b binding inh = HP1-beta chromodomain-methylated histone interaction inhibition; P83916; AlphaScreen HP1-beta / biotin-H3K9me3 peptide binding; Potency, µM (top dose mostly 114 µM), for inactives: at the top dose activity change, negative = inhibition, usual class: inhibitors; 390,000 compounds, 0.56% hits; AID 540317; note: potency is the fitted concentration of half-maximal effect; nearly all actives have a fitted effect of over 70% in size; inactives centre near 23
Target sequence (P83916 whole entry, looked up): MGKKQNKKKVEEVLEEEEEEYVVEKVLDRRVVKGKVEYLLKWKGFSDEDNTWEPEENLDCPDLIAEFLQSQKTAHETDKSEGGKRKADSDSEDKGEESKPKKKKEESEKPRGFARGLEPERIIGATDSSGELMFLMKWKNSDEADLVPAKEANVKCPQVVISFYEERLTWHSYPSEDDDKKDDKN
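AlphaScreen: HP1-beta (50 nM) preformed 30 min with biotin-H3(1-18)K9me3 peptide (50 nM) in PBS pH 7.4, 0.01% Tween-20. Compound added for 30 min at RT, then streptavidin donor/nickel chelate acceptor beads (10 ug/mL) for 30 min.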
The depositor's hits bear a star; i = inactive; ? = inconclusive; · = no result given; & = joins results of further samples; [ ] = dose if it differs, or a comment. Unless noted, calls come from the whole dose curve; as a rule, active = well fitted curve in the direction sought with a large enough effect; inconclusive = small, poorly fitted or top-dose-only effect, or another doubt; inactive = no such curve, though single readings can be large; an effect the other way counts as inactive or inconclusive. No enrichment for hits; about 11% have a hit in one of these screens.

Order of values – JMJD2A Tudor inh, G9a block, ERG-DNA inh, Pin1 inhibitor, PI4K2A inh, BAZ2B inh, PGK inhibitor, GLS inhibitor, HP1b binding inh
- O=C(c1cccc(-n2cnnn2)c1)N1CC=C(c2ccccc2)CC1
→ -25%, 0%[12.7 µM], 9%, 0%, -2, ?, -8%, 22%, 16%
- CCOC(=O)COc1ccc(S(=O)(=O)N2CCN(c3ccccc3)CC2)cc1
→ -12%, -4%[59 µM], 2%, 7%, 0, 0%, 0%, 26%, 15%
- CCOc1cc(S(=O)(=O)Nc2ccncc2)ccc1F
→ -13%, 5%, -6%, 0%, 2, -22%, -7%, 0%, 21%
- CCc1cccc(C)c1NC(=O)Cn1ccn(Cc2ccc(Cl)cc2)c(=O)c1=O
→ -20%, -4%[59 µM], 0%, 0%, -6, -1%, -1%, 3%, -1%
- CCOC(=O)C1=C(O)/C(=C/c2ccc(OCC(=O)Nc3ccc(C)cc3)cc2)N=C1C
→ 1%, ?, 3%, 11%, -2, -21%, i, -2%, 22%
- CC(C)=CCc1c(O)cc(O)c2c1OC(c1ccc(O)cc1)CC2=O (stereo unspecified)
→ -20%, ·, 11%, ?, -3, ·, i, 46%[activator], 16%
- Cn1nc([N+](=O)[O-])nc1Sc1nnnn1-c1ccc(C(=O)O)cc1
→ -24%, -7%, 7%, -5%, -4, ?, -1%, -1%, 42%[activator]
- CCN(c1ccccc1)S(=O)(=O)c1ccc(Cl)c(NC(=O)COC(=O)c2ccc[nH]c2=O)c1
→ -1%, -5%, 10%, 1%, 5, -24%, 10%, 1%, 21%
- COC(=O)c1ccccc1NC(=O)c1cccc(NC(=O)CSCc2ccccc2)c1C
→ 6%, 22%[59 µM], ·, -1%, 1, 10%, -2%, -2%, 21%
- O=C(Nc1cnc2ccccn2c1=O)c1ccc(F)cc1
→ 5%, 18%[59 µM], -2%, 1%, -4, 2%, -4%, -1%, 38%[activator]
- CCN1C(=O)[C@H]2[C@@H](c3ccc(-c4ccc5c(c4)OCO5)c(OC)c3)N[C@@](CC(C)C)(C(=O)OC)[C@H]2C1=O
→ -31%, 13%[2.33 µM], -5%, 4%, -2, 13%, 6%, -3%, 21%
- Fc1cnc(N/N=C/c2ccc(-c3ccc(Br)cc3)o2)nc1N1CCOCC1
→ -28%, -32%, 15%, -7%, 2, -36%, -9%, -1%, 31%
- CCCN(C(=O)Cc1nc(-c2ccc(OC)cc2)no1)c1ccccc1C
→ 3%, ?, -1%, ?, 2, 12%, -7%, -12%, 36%
- CCc1ccccc1NC(=O)CNCC(=O)Nc1ccccc1CC
→ -4%, -3%, 9%, 0%, 0, -3%, -5%, -3%, 33%
- O=C(O)C1CCCN1S(=O)(=O)c1ccc2c(c1)CCC2 (stereo unspecified)
→ -24%, 56µM*, ·, ?, -5, -9%, -1%, 6%, 10%

Six compounds from above with just HP1b binding inh, G9a block and BAZ2B inh:
smiles	HP1b binding inh	G9a block	BAZ2B inh
CCOC(=O)C1=C(O)/C(=C/c2ccc(OCC(=O)Nc3ccc(C)cc3)cc2)N=C1C	22%	?	-21%
Fc1cnc(N/N=C/c2ccc(-c3ccc(Br)cc3)o2)nc1N1CCOCC1	31%	-32%	-36%
COC(=O)c1ccccc1NC(=O)c1cccc(NC(=O)CSCc2ccccc2)c1C	21%	22%[59 µM]	10%
CCOC(=O)COc1ccc(S(=O)(=O)N2CCN(c3ccccc3)CC2)cc1	15%	-4%[59 µM]	0%
CCc1ccccc1NC(=O)CNCC(=O)Nc1ccccc1CC	33%	-3%	-3%
CCc1cccc(C)c1NC(=O)Cn1ccn(Cc2ccc(Cl)cc2)c(=O)c1=O	-1%	-4%[59 µM]	-1%

Additional records.
Order of values – JMJD2A Tudor inh, G9a block, ERG-DNA inh, Pin1 inhibitor, PI4K2A inh, BAZ2B inh, PGK inhibitor, GLS inhibitor, HP1b binding inh
- CCc1cccc(NC(=O)C2CCN(S(=O)(=O)c3ccc4c(c3)NC(=O)CO4)CC2)c1
→ -9%, 35%, -3%, -2%, -3, -20%, -3%, 14%, 27%
- C=CCN(CC=C)C(=S)NC(=O)c1ccc(OC)cc1
→ -17%, ·, 14%, 11%, 9, ?, -2%, -9%, -1%
- CN1CCN(C(=O)c2ccc3c(c2)N(Cc2cccc(Cl)c2)C(=O)c2ccccc2S3(=O)=O)CC1
→ -23%&-3%, 2%, -1%&-1%, -10%&0%, -3&7, -19%&-4%, -7%&10%, 7%&3%, 12%&6%
- NS(=O)(=O)c1ccc(NC(=S)NCc2cccs2)cc1
→ -11%[11.4 µM], 35µM*, 3%, 0%, 2, -17%, -5%, 5%, -15%
- COc1ccc(NC(=O)CCN2C(=O)c3ccccc3C2=O)cc1
→ 0%, -1%[0.501 µM], -5%, 0%, -2, 7%, -4%, -2%, 25%
- COc1ccccc1/C=C/c1nc(C#N)c(NCC(C)C)o1
→ 6%, -28%[59 µM], -1%, -1%, 2, -28%, ·, 1%, -8%
- Cc1cccc(C(=O)OCC(=O)NC(C)C2CC3CCC2C3)c1O (stereo unspecified)
→ -1%, ·, -2%, 5%, -6, ·, -1%, 2%, 39%[activator]
- CCC1(C)Nc2ccccc2C(=O)N1O (stereo unspecified)
→ ?, 50µM*, 2%, 9%, -2, -10%, -3%, 25%, 5%
- O=C(Cn1cc(/C=N/NC(=O)c2ccccc2Br)c2ccccc21)Nc1ccc(F)cc1
→ -14%, 8%[59 µM], 1%, 11%, 2, -3%, -1%, 1%, 13%
- Cc1ccc(C)c(S(=O)(=O)N2CCN(C(=O)c3cc(S(=O)(=O)NCc4ccccc4)ccc3C)CC2)c1
→ -22%, ·, -8%, 4%, -6, -5%, -7%, 6%, 17%
- CC(C)=CCc1c(O)c(CC=C(C)C)c2c(c1O)C(=O)CC(c1ccc(O)cc1)O2 (stereo unspecified)
→ ?, 6%[12.7 µM], -3%, 12%, -2, ?, i, 14%, 4%
- CN1CCC(=NNC(=O)C(=O)Nc2ccccc2)CC1
→ ?, ·, 4%, -3%, 0, -36%, ·, 19%, 2%
- O=C(Nc1ccccc1)c1ccc(Cn2cc(C(F)(F)F)ccc2=O)cc1
→ -17%, -24%[59 µM], -2%, -1%, 1, -3%, -7%, 1%, -1%
- CCCn1c(N)c(N2CCCCC2)c(=O)n(CC(=O)Nc2ccccc2)c1=O
→ -16%, 7%, -1%, -1%, -2, 7%, i, 13%, 21%
- COc1ccccc1C(=O)n1nc(-c2ccco2)nc1N
→ -16%, ?, -13%, 0%, 8, -3%, 1%, 3%, 19%
- O=C(O)CCCNC(=O)c1nn(Cc2ccccc2)c(=O)c2ccccc12
→ 4%, 1%, 2%, -6%, 0, -17%, -7%, -2%, 52%[activator]
- O=C(COc1ccc(F)cc1)Nc1cc(S(=O)(=O)N2CCCCC2)ccc1N1CCCCC1
→ ?, 2µM*, 6%, 30%[activator], -9, ?, 0%, -17%, -5%
- OCC1(Cc2ccccc2C(F)(F)F)CCN(Cc2ccccc2)CC1
→ -13%, -6%, -4%, -8%, -2, -16%, -4%, -2%, 27%
- Cc1cccc(CSc2ncnc3c2cnn3Cc2ccccc2)c1
→ 137%[activator], 83%[activator][59 µM], -6%, 0%, 5, 115%[activator], -8%, -2%, 283%
- COc1ccc(C(=O)Nc2cc(C)nn2-c2ccc(F)cc2)cc1
→ -2%, -2%, -12%, 0%, -1, 2%, i, 0%, 8%
- COc1ccc(CN2CCNC(=O)C2CC(=O)NCCC2=CCCCC2)cc1OC (stereo unspecified)
→ -17%, ·, -2%, -1%, 3, ?, i, 1%, 56%[activator]
- CCOc1cc(/C=N/NC(=O)C(N)=O)cc(Br)c1O
→ -11%, ?, 1%, -3%, -2, -28%, -1%, -6%, -5%
- Cc1ccc(OCCC(=O)OCC(=O)C(C)(C)C)cc1
→ 44%[activator], 6%[59 µM], -5%, -5%, -2, 37%, -9%, -5%, 98%
- CS(=O)(=O)N1CCN(c2ccc(NC(=O)c3ccc(-c4ccc(Cl)cc4)o3)cc2)CC1
→ -22%, 12%, 5%, -1%, -1, -5%, -4%, -3%, 12%
- COCCN(Cc1cccs1)S(=O)(=O)c1cc(-c2cc(C)no2)ccc1C
→ 17%, 15%[59 µM], -1%, 13%, 0, -4%, 2%, -9%, -30%
- Cc1cccc(N2CN=C3SCC(=O)N3C2)c1
→ -26%, 9%, 2%, -2%, 5, 0%, i, 10%, 24%

Record cards, from the list above. Screens in order: JMJD2A Tudor inh	G9a block	ERG-DNA inh	Pin1 inhibitor	PI4K2A inh	BAZ2B inh	PGK inhibitor	GLS inhibitor	HP1b binding inh
COc1ccc(C(=O)Nc2cc(C)nn2-c2ccc(F)cc2)cc1 is listed with -2%	-2%	-12%	0%	-1	2%	i	0%	8%
Cc1cccc(CSc2ncnc3c2cnn3Cc2ccccc2)c1 is listed with 137%[activator]	83%[activator][59 µM]	-6%	0%	5	115%[activator]	-8%	-2%	283%
COCCN(Cc1cccs1)S(=O)(=O)c1cc(-c2cc(C)no2)ccc1C is listed with 17%	15%[59 µM]	-1%	13%	0	-4%	2%	-9%	-30%
